tim10-1 inh – growth inhibitors of tim10-1 mutant yeast; S. cerevisiae tim10-1 ts strain growth, BacTiter-Glo, 24 h; inhibition, % at 20 µM; 330,000 tested, 2.2% active; AID 463190;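 active = inhibition of at least 40%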;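 also: mutant grown at 25 °C; 0% = DMSO wells with yeast and 100% = wells holding no yeast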
Mdm2-MdmX inh – inhibitors of human Mdm2/MdmX interaction; O15151+Q00987; SaOS-2 split-luciferase Mdm2/MdmX complementation, luminescence; inhibition, % at 8 µM; 330,000 tested, 3% active; AID 485346;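 active = inhibition of at least 50% at 8 µM in the primary screen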
Target sequence (O15151 whole entry, looked up): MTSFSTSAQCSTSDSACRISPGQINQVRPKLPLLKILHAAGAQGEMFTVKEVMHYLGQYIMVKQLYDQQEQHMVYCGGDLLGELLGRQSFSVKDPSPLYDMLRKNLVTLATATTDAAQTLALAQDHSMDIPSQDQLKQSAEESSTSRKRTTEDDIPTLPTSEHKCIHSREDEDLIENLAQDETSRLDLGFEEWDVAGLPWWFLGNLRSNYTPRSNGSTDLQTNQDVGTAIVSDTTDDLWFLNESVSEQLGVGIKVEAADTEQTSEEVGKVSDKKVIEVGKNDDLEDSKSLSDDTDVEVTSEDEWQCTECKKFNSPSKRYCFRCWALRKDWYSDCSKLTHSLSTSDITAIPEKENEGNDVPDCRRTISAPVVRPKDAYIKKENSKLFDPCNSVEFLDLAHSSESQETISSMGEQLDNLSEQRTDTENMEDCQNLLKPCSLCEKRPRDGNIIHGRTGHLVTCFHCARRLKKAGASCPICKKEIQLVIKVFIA
Target sequence (Q00987 whole entry, looked up): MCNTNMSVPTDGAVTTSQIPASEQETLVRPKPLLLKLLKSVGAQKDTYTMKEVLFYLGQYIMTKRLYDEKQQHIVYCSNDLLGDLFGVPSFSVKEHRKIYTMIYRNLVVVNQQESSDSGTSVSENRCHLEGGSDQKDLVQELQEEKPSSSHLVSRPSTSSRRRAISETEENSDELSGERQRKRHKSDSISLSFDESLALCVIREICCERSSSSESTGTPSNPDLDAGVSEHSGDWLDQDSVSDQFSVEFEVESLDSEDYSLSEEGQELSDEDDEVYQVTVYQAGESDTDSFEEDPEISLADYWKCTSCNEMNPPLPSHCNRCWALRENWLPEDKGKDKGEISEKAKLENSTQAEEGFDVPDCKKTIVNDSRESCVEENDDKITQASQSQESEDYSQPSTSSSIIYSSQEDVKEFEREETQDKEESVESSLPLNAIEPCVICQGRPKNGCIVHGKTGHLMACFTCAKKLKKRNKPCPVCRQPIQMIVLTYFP
tim23-1 inh – inhibits growth of tim23-1 mutant yeast; S. cerevisiae tim23-1 growth, BacTiter-Glo luminescence, 24 h; inhibition, % at 20 µM; 330,000 tested, 1.3% active; AID 463212;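 active = growth inhibition of the mutant yeast at or above 50%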;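 also: temperature-sensitive mutant grown at 25 °C; plate controls were DMSO-treated mutant yeast for no effect and medium wells lacking yeast for full effect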
NR3A LBD binder – NR3A (human) ligand-binding domain modulation; NR3A LBD differential scanning fluorimetry, Tm shift; 0% = protein alone, 100% = glycine-bound protein; Tm shift relative to glycine control, % at 25 µM; 340,000 tested, 2.5% active; AID 1259313;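 active = melting temperature shift of at least 10% of the positive control shift, at one fixed dose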
NALP3 yeast inh – inhibitors of NALP3 inflammasome in yeast; Yeast reconstituted NLRP3/ASC/caspase-1, beta-gal luminescence, 24 h; inhibition, % at 10 µM; 330,000 tested, 0.39% active;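 active = inhibition of 50% or more; inactive = inhibition below 50%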;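 also: plate controls were induced DMSO wells for no effect and uninduced yeast grown without galactose for full effect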
APJ agonist – activates the human apelin receptor APJ; P35414; CHO-K1 APJ PathHunter beta-arrestin, luminescence; 0% DMSO wells, 100% apelin; activation, % at 20 µM; 330,000 tested, 0.11% active; AID 2520;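 active = activation more than six SD over the plate average, tested at 20 µM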;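 also: 0% = DMSO alone and 100% = apelin-13 at 10 nM; some results filed as inactive read as strong as hits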
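Assay system: CHO-K1 cells stably expressing ProLink-tagged human APJ and arrestin–beta-gal acceptor. Compound dosing: 20 µM single point, 1% DMSO. Times: 16-18 h seeding, 90 min dark compound exposure, 60 min detection. Detection: beta-gal luminescence. Evaluation: APJ–arrestin association signal. Controls: negative DMSO alone, positive Apelin-13 at 10 nM.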
UPR CHOP act – activators of apoptotic arm of unfolded protein response (CHOP). 330,000 tested, 0.34% active. activation, % at 10 µM. CHO-CHOP luciferase reporter, UPR activation, luminescence; percent of tunicamycin response over DMSO baseline;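 active = at 10 µM dose, activation of 40% or more, normalized to positive control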;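 also: 100% = tunicamycin at 10 µg/mL and 0% = DMSO alone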
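Assay system: CHO cells with stable CHOP pathway luciferase reporter; Buffer or medium: F12 plus 10% serum; Times: 16-18 h cell attachment, then 6 h compound exposure, 37 °C; Signal: luciferase luminescence; Read-out basis: percent activation relative to tunicamycin control; Control set: tunicamycin high control, DMSO low control.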
XBP1 UPR activ – activators of adaptive arm of unfolded protein response (XBP1); activation, % at 20 µM; 330,000 tested, 0.33% active; CHO-XBP1 luciferase reporter, IRE1-XBP1 UPR activation, luminescence; percent of tunicamycin response, DMSO as zero; AID 463104;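 active = versus positive control, 20 µM dose yields 30% or more activation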;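 also: 100% = tunicamycin at 10 µg/mL and 0% = DMSO only wells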
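Assay system: IRE1-XBP1 luciferase reporter CHO line. Input: 1000 cells/well. Buffer or medium: F12 with 10% serum. Doses: 20 µM, 1% DMSO. Times: overnight seeding at 37 °C, 6 h compound treatment at 37 °C. Technique: Steady-Glo luciferase glow luminescence, 10 min after reagent addition.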
TIM10 inh – inhibits growth of TIM10 yeast strain; inhibition, % at 10 µM; S. cerevisiae TIM10 strain growth, BacTiter-Glo luminescence, 24 h; 330,000 tested, 1.4% active;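 active = inhibition of 40% or more at the single tested concentration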;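 also: wild-type TIM10 isogenic control strain grown at permissive 25 °C; 0% = DMSO yeast wells and 100% = minimal medium wells without yeast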
* hit, by the source's call; · = not tested or not shown.

Each structure is followed by: Mdm2-MdmX inh	tim23-1 inh	UPR CHOP act	XBP1 UPR activ	APJ agonist	tim10-1 inh	TIM10 inh	NR3A LBD binder	NALP3 yeast inh
> COC(=O)c1ccccc1NC(=O)CSc1nncn1C
  13	11	-0.4	-2	0	11	-1	0	9
> Cc1cc(C)c(OCC(=O)Nc2ccccc2N2CCOCC2)c(C)c1
  16	30	0.3	2	-2	46*	27	-2	14
> CC(=O)NS(=O)(=O)c1ccc(NC(=O)CC23CC4CC(CC(Br)(C4)C2)C3)cc1
  -3	12	-0.5	-3	2	-5	-14	-2	13
> NS(=O)(=O)c1ccc(NC(=O)CSc2nnc(COc3ccccc3Cl)n2C2CC2)cc1
  10	11	-2.6	-3	-2	4	-3	1	-1
> CCn1c(C)cc(C(=O)CN2C(=O)c3ccccc3S2(=O)=O)c1C
  88*	23	-5.3	-6	1	2	6	0	24
> NC(=O)CC(NC(=O)Cc1cccc2ccccc12)c1ccc(NCCc2cccc(F)c2)c([N+](=O)[O-])c1 (centres undefined)
  -8	17	0.1	-4	0	7	7	-4	23
> C=CC(=O)NN(C)c1ncc(C(F)(F)F)cc1Cl
  18	13	-0.7	-6	-3	11	8	0	1
> CCOC(=O)c1cc(NC(=O)CN2CCCC2)cc(C(=O)OCC)c1
  -16	7	4.3	-3	4	2	5	-3	0
> CC(C)c1nnc(NC(=O)CCC(=O)NCc2ccc3c(c2)OCO3)s1
  12	1	-0.9	1	2	9	7	-2	-9
> CC(C)CCNC(=O)C1CCC(CNc2c(N3CCC(C)CC3)c(=O)c2=O)CC1 (centres undefined)
  6	1	1.0	-1	0	15	2	-1	-8
> O=C(CSc1cccc[n+]1[O-])Nc1cc(S(=O)(=O)N2CCOCC2)ccc1Cl
  27	12	0.1	-3	0	11	-7	-1	5
> Cc1ccc(NC(=O)CN(C)C(=O)COc2c(Cl)cc(Cl)c3ccc(C)nc23)cc1
  -20	47	0.6	4	-3	34	40*	-7	-12
> COC(=O)CN1C(=O)[C@@H]2[C@H](C1=O)[C@@H]1CC(C(=O)OC)=C[C@@H](C(=O)OC)[C@@H]3C1=C(C(=O)[C@]3(C)NC(=O)c1ccccc1)[C@@H]2C
  24	11	1.2	1	-1	-11	-9	2	11
> CCN1CCN(Cc2cc(=O)oc3ccc(Cl)cc23)CC1
  15	3	-1.2	1	-4	9	-20	-2	10
> O=S(=O)(c1cc(Cl)ccc1Cl)N1CCN(c2ccccn2)CC1
  -7	42	1.9	-2	-3	3	17	0	18
> CCN(C(=O)COC(=O)c1ccc(COc2ccc3c(C)cc(=O)oc3c2)cc1)C1CCS(=O)(=O)C1 (centres undefined)
  -21	3	3.6	5	-3	4	6	3	9
> S=c1[nH]nc(-c2ccc3ccccc3n2)n1-c1ccc2ncccc2c1
  34	-10	2.6	4	-2	2	4	-3	3
> CN(C)/C=C(\C#N)C(=O)N/N=C/c1ccc(Cl)cc1
  -14	6	1.2	6	-2	11	1	1	3
> Cc1c(/N=C(\[O-])Nc2ccc(Br)cc2)sn[n+]1C
  -71	25	-0.1	-3	3	17	6	6	31
> CC[C@]12c3[nH]c4cc(CCC(=O)N(C)C)ccc4c3CCN1C(=O)[C@@H](CC(=O)NCCc1ccccn1)C[C@@H]2C(=O)N1CCN(C(=O)C2CC2)CC1
  22	20	0.2	-2	·	2	10	0	·
> O=C(Nc1ccccc1Cl)c1cccc(COc2cc(Cl)ccc2Cl)c1
  22	-22	2.5	-1	-1	20	-6	1	6
> CCOC(=O)c1ccc(NC(=O)c2cc(S(=O)(=O)N3CCOCC3)ccc2O)cc1
  12	8	1.0	-1	-1	3	11	0	6
> O=C(NNC(=O)C1CCC1)c1ccc(Br)cc1
  -10	-13	-0.9	2	-5	-30	-3	-1	11
> CC1CCCCN1S(=O)(=O)CCNC(=O)c1ccccc1 (centres undefined)
  21	-15	0.6	-2	-6	1	-1	-2	20
> CCc1nc(SCc2ccc(F)cc2)n[nH]1
  -28	4	-1.0	1	-1	6	10	0	24
> COc1ccccc1Nc1nc(N)nc(CSc2nccc(C)n2)n1
  -11	11	-0.7	2	-4	22	17	0	3
> COc1ccc(S(=O)(=O)N2CCCCC2)cc1NS(=O)(=O)c1ccc(CNC(C)=O)cc1
  3	2	2.0	-1	-3	2	2	-1	25
> Cc1ccc(S(=O)(=O)Nc2c(C)ccc3nsnc23)cc1
  1	33	-1.6	-2	-2	42*	-5	0	11
> COc1cc(/C=N/NC(=O)c2cc(C3CC3)[nH]n2)ccc1O
  -6	7	-0.7	0	-4	13	16	-3	-14
> CC(=O)N/N=C(\C)CC(=O)Nc1ccc2c(c1)OCCO2
  -20	-2	0.3	1	-4	1	5	-1	-7

Entries of single compounds from above.
O=C(Nc1ccccc1Cl)c1cccc(COc2cc(Cl)ccc2Cl)c1 across the screens: Mdm2-MdmX inh = 22; tim23-1 inh = -22; UPR CHOP act = 2.5; XBP1 UPR activ = -1; APJ agonist = -1; tim10-1 inh = 20; TIM10 inh = -6; NR3A LBD binder = 1; NALP3 yeast inh = 6
CC1CCCCN1S(=O)(=O)CCNC(=O)c1ccccc1 (centres undefined) across the screens: Mdm2-MdmX inh = 21; tim23-1 inh = -15; UPR CHOP act = 0.6; XBP1 UPR activ = -2; APJ agonist = -6; tim10-1 inh = 1; TIM10 inh = -1; NR3A LBD binder = -2; NALP3 yeast inh = 20
COc1ccc(S(=O)(=O)N2CCCCC2)cc1NS(=O)(=O)c1ccc(CNC(C)=O)cc1 across the screens: Mdm2-MdmX inh = 3; tim23-1 inh = 2; UPR CHOP act = 2.0; XBP1 UPR activ = -1; APJ agonist = -3; tim10-1 inh = 2; TIM10 inh = 2; NR3A LBD binder = -1; NALP3 yeast inh = 25

Compounds above that have fluorine, in the order listed:
Each structure is followed by: Mdm2-MdmX inh	tim23-1 inh	UPR CHOP act	XBP1 UPR activ	APJ agonist	tim10-1 inh	TIM10 inh	NR3A LBD binder	NALP3 yeast inh
> NC(=O)CC(NC(=O)Cc1cccc2ccccc12)c1ccc(NCCc2cccc(F)c2)c([N+](=O)[O-])c1 (centres undefined)
  -8	17	0.1	-4	0	7	7	-4	23
> C=CC(=O)NN(C)c1ncc(C(F)(F)F)cc1Cl
  18	13	-0.7	-6	-3	11	8	0	1
> CCc1nc(SCc2ccc(F)cc2)n[nH]1
  -28	4	-1.0	1	-1	6	10	0	24

The list continues.
Each structure is followed by: Mdm2-MdmX inh	tim23-1 inh	UPR CHOP act	XBP1 UPR activ	APJ agonist	tim10-1 inh	TIM10 inh	NR3A LBD binder	NALP3 yeast inh
> COc1cccc(OCc2nn[nH]n2)c1
  9	9	0.3	-4	-4	-4	-3	2	3
> Cc1occc1-c1nnc(SCC(=O)Nc2ccccc2N2CCCCC2)n1C
  0	30	-0.4	5	-5	47*	18	0	5
> Cc1ccc(-c2csc(NC(CO)c3nc4ccccc4n3CCOCCO)n2)cc1 (centres undefined)
  -8	4	0.9	-1	2	4	4	-3	-6
> O=C(Cn1cnc2ccccc2c1=O)Nc1ccc2c(c1)CCC2
  16	-2	0.4	-2	-3	-6	-3	0	18
> COc1cccc2c1OC1(CCN(C(C)C)CC1)N1N=C(c3cccnc3)CC21 (centres undefined)
  3	11	0.3	1	-1	7	14	0	9
> O=C(CSc1nnnn1C1CCCC1)NCc1cccs1
  8	13	0.9	0	-1	-4	-11	-1	16
> CCOCCCn1c(SCc2nc3sc(C(=O)O)c(C)c3c(=O)[nH]2)nnc1-c1ccc(Cl)cc1
  -1	4	0.5	-5	-4	-1	13	0	15
> O=C(Nc1ccc(Cl)c(S(=O)(=O)N2CCOCC2)c1)c1cc2ccccc2oc1=O
  -3	-13	12	0	12	-5	-12	1	10
> CCOc1cccc(C(=O)Nc2cccc(-c3nnc(-c4ccc(C)cc4)o3)c2)c1
  84*	7	136*	162*	1	-2	-16	-1	9
> O=C(O)CC1(CC(=O)NCc2ccc(Cl)cc2)CCCCC1
  15	-8	0.3	-2	-2	-7	3	1	12
> CCC1CCCCN1S(=O)(=O)c1ccc(NC(=O)c2cccs2)cc1 (centres undefined)
  13	72*	-1.5	2	-2	72*	64*	-13	7
> Cc1ccc(CNC(=O)CN2CCC(C(N)=O)CC2)cc1
  -15	-2	-0.5	-1	2	10	-12	1	8
> COc1ccccc1N/C(N)=N/c1nc(CSc2ccc(C)cc2)cc(=O)[nH]1
  42	6	-0.3	0	2	28	10	0	12
> O=C(CCS(=O)(=O)c1ccc(Br)cc1)NCCc1ccc(Cl)cc1
  15	9	0.0	-3	-3	3	-3	0	14
> CCOC(=O)c1ccc(NC(=O)CSCC(=O)OCC(=O)c2ccccc2)cc1
  -19	24	1.2	0	-2	29	17	-1	17
> CCOc1ccccc1N(CC(=O)NCCc1ccc(OC)c(OC)c1)S(=O)(=O)c1ccccc1
  17	30	1.9	11	0	12	10	-2	-1
> C/C(CC(=O)Nc1cc(Cl)ccc1Cl)=N\NC(=O)COc1cccc(C)c1
  14	11	0.0	-3	-3	22	10	-1	8
> O=C(CCl)Nc1cccc(S(=O)(=O)NC2=NCCC2)c1
  54*	0	7.3	8	-3	-13	-25	-5	-7
> CCC(C)n1c(=N)c(C#N)cc2c(=O)n3cc(C)ccc3nc21 (centres undefined)
  -7	1	0.5	4	-3	-6	2	5	6
> CC(C)N(Cc1ccccc1)C(=S)NCCN1CCOCC1
  -15	1	2.4	3	0	-9	-5	2	3
> Cc1ccccc1-n1c(C)nnc1SCc1cc(=O)oc2ccc3ccccc3c12
  16	34	1.2	0	1	28	30	-4	5
> Cc1nn(C)c(C)c1NC(=O)CCl
  -20	-7	-1.6	-2	-2	-20	-11	2	6
> Cc1nnc(NC(=O)c2cccc(NC(=O)C(C)C)c2)s1
  21	5	-2.2	2	-5	6	3	0	-4
> CCN(CC)C(=O)c1ccc(-c2nnc(Nc3ccc(O)cc3)c3ccccc23)cc1
  9	20	-0.7	-5	5	11	-1	-1	0

Sorted by heavy-atom count (low to high): some entries from above.
Each structure is followed by: Mdm2-MdmX inh	tim23-1 inh	UPR CHOP act	XBP1 UPR activ	APJ agonist	tim10-1 inh	TIM10 inh	NR3A LBD binder	NALP3 yeast inh
> CC(=O)N/N=C(\C)CC(=O)Nc1ccc2c(c1)OCCO2
  -20	-2	0.3	1	-4	1	5	-1	-7
> CC(=O)NS(=O)(=O)c1ccc(NC(=O)CC23CC4CC(CC(Br)(C4)C2)C3)cc1
  -3	12	-0.5	-3	2	-5	-14	-2	13
> O=C(Nc1ccc(Cl)c(S(=O)(=O)N2CCOCC2)c1)c1cc2ccccc2oc1=O
  -3	-13	12	0	12	-5	-12	1	10

High-throughput results deposited in PubChem BioAssay by Sanford-Burnham Center for Chemical Genomics.
